NRP1-CendR mod: modulators of CendR peptide binding to NRP-1, primary screen, biochemical, fluorescence polarization, uHTS. Neuropilin-1 (Homo sapiens), O14786. FAM-RPARPAR peptide binding to NRP-1. inhibition, % at 25 µM. 0.85% of 360,000 active. AID 602438, 2012;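 active = inhibition or corrected inhibition above about 18%, plus a signal ratio from 0.5 to 1.5, limit read from the data, passing the limit was not always enough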; also: strong numbers were not always called active
SUMO1 PPI mod: modulators of SUMO1 protein-protein interactions, primary screen, biochemical, uHTS; Small ubiquitin-related modifier 1 (Homo sapiens), P63165; SUMO1 binding to a labelled peptide, TR-FRET, 1 h; inhibition, % at 20 µM; 0.33% of 360,000 active; in the data active = inhibition above about 37%
Target sequence (P63165 whole entry, looked up): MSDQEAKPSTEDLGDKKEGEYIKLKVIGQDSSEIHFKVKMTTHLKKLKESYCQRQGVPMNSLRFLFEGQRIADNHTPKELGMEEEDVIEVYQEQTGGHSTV
MsrA inh: bovine MsrA enzyme inhibitors, primary screen, biochemical, absorbance, HTS | purified bovine MsrA, absorbance read-out | inhibition, % at 15.5 µM | 0.75% of 360,000 active; in the data active = inhibition above about 4.5%;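 also: 0% = vehicle wells with enzyme and 100% = reference inhibitor wells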
MsrA act: bovine MsrA enzyme activators, primary screen, biochemical, absorbance, HTS. Methionine sulfoxide reductase A (Bos taurus). purified bovine MsrA, absorbance read-out. activation, % at 10.6 µM. 0.3% of 360,000 active; in the data active = activation above about 7.5%;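 also: 0% = vehicle and 100% = reference activator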
LMPTP block: LMPTP phosphatase inhibitors, primary screen, biochemical, fluorescence intensity, uHTS | recombinant LMPTP-A, OMFP fluorogenic substrate | 0.22% of 360,000 active | AID 651560, 2012 | inhibition, % at 20 µM;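 active = compounds that cut the enzyme signal by at least half of the control window in the single-dose screen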;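 also: plate controls were DMSO wells with enzyme plus substrate for no effect and substrate without enzyme for full effect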
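Test system: LMPTP-A, protein tyrosine phosphatase of low molecular weight; Input: 0.625 nM enzyme; Incubation: 50 min dark incubation at room temperature; Signal: endpoint fluorescence intensity from OMFP dephosphorylation; Read-out basis: % inhibition versus control wells.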
Scp1 inh: Scp-1 phosphatase inhibitors, primary screen, biochemical, colorimetric, uHTS; Carboxy-terminal domain RNA polymerase II polypeptide A small phosphatase 1 (Homo …; Recombinant Scp1, phosphopeptide, malachite green phosphate absorbance; inhibition, % at 20 µM; 0.88% of 340,000 active; AID 493091, 2011;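 active = inhibition above about 50% at 20 µM, limit read from the data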;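 also: plate controls were DMSO wells with enzyme for no effect and wells lacking enzyme for full effect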
Target sequence (Q9GZU7 76-261 limits assumed): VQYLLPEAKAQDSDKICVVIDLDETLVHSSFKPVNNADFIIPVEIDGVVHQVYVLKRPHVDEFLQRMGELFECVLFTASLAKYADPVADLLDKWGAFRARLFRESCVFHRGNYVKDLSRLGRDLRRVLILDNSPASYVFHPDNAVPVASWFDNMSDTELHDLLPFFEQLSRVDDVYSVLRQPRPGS
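Test system: SCP-1 phosphatase catalytic domain, residues 76-261 | Compound dosing: One concentration, 20 µM, with 1.0% DMSO | Schedule: 45 min room-temperature reaction, 5 min colour, 30 min stabiliser | Detection: Absorbance at 630 nm | Read-out basis: % inhibition of SCP-1 phosphate liberation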
eLon inh: inhibitors of E. coli Lon protease, primary screen, biochemical, fluorescence polarization | P0A9M0 | purified E. coli Lon protease | inhibition, % at 7.94 µM | 0.42% of 360,000 active | AID 602123, 2011; in the data active = inhibition above about 13%, passing the limit was not always enough;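 also: 0% = enzyme with probe and DMSO and 100% = no enzyme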
Target sequence (P0A9M0 whole entry, looked up): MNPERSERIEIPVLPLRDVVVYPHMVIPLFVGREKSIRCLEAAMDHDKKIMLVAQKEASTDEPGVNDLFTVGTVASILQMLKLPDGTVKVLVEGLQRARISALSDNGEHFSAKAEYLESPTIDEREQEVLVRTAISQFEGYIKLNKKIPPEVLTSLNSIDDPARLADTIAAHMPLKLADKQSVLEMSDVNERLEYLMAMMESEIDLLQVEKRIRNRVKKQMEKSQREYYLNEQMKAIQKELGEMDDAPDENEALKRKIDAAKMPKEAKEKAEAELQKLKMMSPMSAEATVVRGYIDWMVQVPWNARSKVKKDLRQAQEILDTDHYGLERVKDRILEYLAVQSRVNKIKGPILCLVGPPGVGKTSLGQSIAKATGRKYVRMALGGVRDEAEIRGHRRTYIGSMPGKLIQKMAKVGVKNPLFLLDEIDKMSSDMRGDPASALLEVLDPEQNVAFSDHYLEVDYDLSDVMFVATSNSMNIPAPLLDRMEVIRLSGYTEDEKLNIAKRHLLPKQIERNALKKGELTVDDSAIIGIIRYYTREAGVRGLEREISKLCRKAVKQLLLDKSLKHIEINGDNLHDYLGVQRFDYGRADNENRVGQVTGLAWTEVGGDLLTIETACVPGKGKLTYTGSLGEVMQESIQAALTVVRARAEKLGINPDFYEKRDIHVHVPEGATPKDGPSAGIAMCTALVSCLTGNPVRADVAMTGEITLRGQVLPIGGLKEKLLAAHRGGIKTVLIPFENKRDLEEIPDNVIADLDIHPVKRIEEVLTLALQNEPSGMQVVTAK
DNMT1 block: human DNMT1 methyltransferase inhibitors, primary screen, biochemical, molecular beacon, fluorescence, HinP1I cleavage, uHTS; AID 588458, 2011; DNA (cytosine-5)-methyltransferase 1 (Homo sapiens), P26358; 0.83% of 360,000 active; inhibition (reported as % activation of signal), % at 10 µM; in the data active = inhibition above about 50%
STEP block: STEP phosphatase inhibitors, primary screen, biochemical, fluorescence intensity, uHTS | 0.25% of 360,000 active | AID 588621, 2011 | recombinant STEP, OMFP fluorogenic substrate | inhibition, % at 20 µM;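 active = inhibition at 20 µM, scaled per plate between control wells, above about 37%, limit read from the data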;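 also: 0% = DMSO with enzyme and substrate and 100% = substrate only without enzyme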
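Also added – OMFP at 25 µM · Test system – STEP tyrosine phosphatase · Technique – FITC-channel fluorescence of OMFP product · Schedule – 20 min at room temperature, dark · Evaluation – control-normalized % inhibition with plate pattern correction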
TbMetRS inhib: T. brucei MetRS inhibitors, primary screen, biochemical, luminescence; methionyl-tRNA synthetase (Trypanosoma brucei brucei); 0.4% of 360,000 active; inhibition, % at 11.9 µM; purified T. brucei MetRS, ATP depletion, Kinase-Glo luminescence;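 active = inhibition above a per-plate cutoff of the control wells' mean inhibition plus 3 SD, cut at about 5.5% in these data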;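 also: 0% = DMSO wells median and 100% = median of wells with control inhibitor compound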
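Test system – parasite MetRS enzyme · Reagent – substrates ATP, L-methionine and bulk Escherichia coli tRNA · Doses – 11.9 µM compound single dose, 0.9% DMSO · Times – 15 min enzyme-compound preincubation, 2 h reaction, 10 min detection, 25 °C · Signal – Kinase-Glo luminescence, ATP depletion format · Controls – DMSO-only wells as low control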
Starred values were filed as active, the others as inactive; / = not tested or not shown.

Compound | NRP1-CendR mod | SUMO1 PPI mod | MsrA inh | MsrA act | LMPTP block | Scp1 inh | eLon inh | DNMT1 block | STEP block | TbMetRS inhib
O=C(COC(=O)c1cc[n+]([O-])cc1)NCC12CC3CC(CC(C3)C1)C2 | 0.1 | -7.5 | 0.3 | -3.6 | 0.3 | -1.2 | 0.2 | -3.2 | -0.5 | -0.4
CCOc1ccccc1OCCC(=O)NNC(=O)Cn1nc(C)cc1C | 3.7 | 4.3 | -0.9 | -2.1 | -1.6 | -5.8 | -1.6 | 4.1 | 2.7 | -0.3
COC(=O)c1ccc(NC(=O)CCc2nnc3ccc(NCc4ccco4)nn23)cc1 | -10.9 | 11.2 | 0.0 | -11.9 | 1.4 | 0.6 | 1.1 | 8.0 | -0.9 | -1.0
CCN(CC(=O)Nc1c(F)cccc1F)C(=O)c1ccc2ccccc2n1 | 1.6 | -0.9 | 1.4 | -10.1 | -0.6 | -0.8 | -3.5 | -0.8 | 0.1 | -0.7
O=C(CCCOc1ccccc1)N1CCc2ccccc2C1 | -4.4 | 1.7 | -0.5 | -1.0 | -0.2 | -6.7 | 3.7 | -6.5 | 2.5 | 0.3
COc1cccc(/C=C2\SC(=O)N(CC(=O)NC3C=CS(=O)(=O)C3)C2=O)c1 (stereo not drawn) | 24.3 | -31.1 | 2.9 | -11.2 | -0.5 | -6.5 | 9.8 | 8.5 | 0.7 | -0.1
COC(=O)C1=C(C)NC(c2c(O)ccc3ccccc23)C(C(=O)OC)=C1C (stereo not drawn) | 3.9 | 3.7 | 0.6 | -7.5 | 0.2 | 1.1 | 9.7 | -2.6 | 2.5 | -1.5
c1ccc(C[C@H]2CNCCN2CCC23CC4CC(CC(C4)C2)C3)cc1 | 0.7 | -6.6 | / | -8.9 | -3.0 | 1.9 | 6.7 | 3.3 | 0.8 | -0.4

Reformatted: three of the compounds above
> O=C(COC(=O)c1cc[n+]([O-])cc1)NCC12CC3CC(CC(C3)C1)C2
  NRP1-CendR mod: 0.1
  SUMO1 PPI mod: -7.5
  MsrA inh: 0.3
  MsrA act: -3.6
  LMPTP block: 0.3
  Scp1 inh: -1.2
  eLon inh: 0.2
  DNMT1 block: -3.2
  STEP block: -0.5
  TbMetRS inhib: -0.4
> CCN(CC(=O)Nc1c(F)cccc1F)C(=O)c1ccc2ccccc2n1
  NRP1-CendR mod: 1.6
  SUMO1 PPI mod: -0.9
  MsrA inh: 1.4
  MsrA act: -10.1
  LMPTP block: -0.6
  Scp1 inh: -0.8
  eLon inh: -3.5
  DNMT1 block: -0.8
  STEP block: 0.1
  TbMetRS inhib: -0.7
> COc1cccc(/C=C2\SC(=O)N(CC(=O)NC3C=CS(=O)(=O)C3)C2=O)c1 (stereo not drawn)
  NRP1-CendR mod: 24.3
  SUMO1 PPI mod: -31.1
  MsrA inh: 2.9
  MsrA act: -11.2
  LMPTP block: -0.5
  Scp1 inh: -6.5
  eLon inh: 9.8
  DNMT1 block: 8.5
  STEP block: 0.7
  TbMetRS inhib: -0.1

(listing goes on)
Compound | NRP1-CendR mod | SUMO1 PPI mod | MsrA inh | MsrA act | LMPTP block | Scp1 inh | eLon inh | DNMT1 block | STEP block | TbMetRS inhib
CCOC(=O)N1CCN(C(=O)c2ccc(N3CCCC3=O)cc2)CC1 | -2.5 | -4.0 | 0.8 | -1.6 | -1.5 | -4.9 | 0.1 | 1.2 | 1.7 | -0.1
COC(=O)c1cncn1Cc1ccccc1 | 10.5 | 2.6 | -0.7 | -3.0 | -2.2 | -7.7 | -5.8 | -0.2 | -4.1 | 0.4
Cc1[nH]ncc1-c1ccccc1Cl | -6.3 | -2.4 | -0.9 | -2.9 | -2.7 | -14.9 | 5.1 | -0.3 | 0.2 | 0.2
COc1cc(C2NC(=O)C(C#N)=C(S)N2c2ccccc2)ccc1OC(C)C (stereo not drawn) | -18.2 | 1.9 | 1.6 | -4.8 | 1.2 | 7.1 | 1.0 | -0.9 | 1.6 | -0.4
CCOC(=O)C[C@H]1c2cc(F)ccc2S(=O)(=O)N1Cc1ccc(OC)cc1 | 9.7 | 4.6 | -0.3 | -0.5 | 1.9 | -1.0 | -7.2 | -1.4 | -1.7 | -0.3
Fc1ccccc1N1CCN(C(c2ccnc3ccccc23)c2nnnn2-c2ccc3c(c2)OCCO3)CC1 (stereo not drawn) | -4.1 | 0.2 | 0.0 | -3.4 | 2.4 | / | -1.5 | / | / | -0.2
OC1(c2cccc(C(F)(F)F)c2)CCN(c2ncnc3c2[nH]c2ccccc23)CC1 | -4.4 | 3.9 | 0.0 | -10.2 | 2.6 | 1.9 | -0.8 | -13.8 | -0.2 | 6.1*
CN(CC(=O)O)S(=O)(=O)c1cccs1 | -1.2 | 4.9 | -0.5 | 4.6 | -1.2 | -5.0 | -7.1 | 2.4 | 2.4 | -0.7
CCCC12CN3CCN(CC(C3)/C1=N\NC(=O)c1ccc(C(C)(C)C)cc1)C2 | -3.5 | 3.1 | -1.1 | -1.3 | -0.7 | -1.3 | -2.8 | 2.8 | 0.8 | -0.3
CCN1C(=NCc2ccco2)N[C@@H](c2cccc(F)c2)C(C(=O)OC)=C1C | -8.6 | -0.9 | -0.3 | -1.0 | 0.6 | 43.3 | -4.8 | -34.3 | -1.2 | -0.4
O=C(CSc1ncnc2c1cnn2-c1ccccc1)NC1CCCC1 | -9.9 | 3.3 | 1.1 | -1.1 | 0.1 | -5.7 | -6.2 | -2.6 | 0.6 | -0.2
CN(C)CCCCNCCCNC(=O)/C=N\O | -6.1 | -25.1 | -0.7 | -6.5 | -8.6 | -7.7 | -2.9 | -2.3 | -3.5 | -0.6
C=CCn1c(-c2c[nH]c3ccccc23)n[nH]c1=S | 7.2 | 1.3 | 0.8 | -1.5 | -1.3 | -5.2 | 1.1 | -5.5 | 1.1 | 0.5
CCOc1ccc2[nH]c(=O)c(CN(CCc3ccccc3)C(=O)N3CCCC3)cc2c1 | -13.1 | 10.3 | -0.8 | -3.4 | 1.6 | 8.6 | -0.7 | -6.7 | -3.2 | -0.7
CCc1ccccc1OCCCCN1CCCC1 | 2.9 | 1.7 | 1.0 | -3.7 | -6.1 | -6.2 | 1.0 | 1.6 | -0.9 | 1.1
COc1ccc([C@@H]2CC=C(C(=O)O)[C@H](c3ccccc3F)N2S(=O)(=O)c2ccccc2C)cc1 | 10.6 | 10.1 | -0.9 | -1.6 | -0.4 | -11.0 | -1.7 | 2.0 | -3.7 | -0.2
C=CCn1c(SCC(=O)Nc2ccc(S(N)(=O)=O)cc2)nnc1-c1cnccn1 | 11.4 | -1.7 | -0.7 | -1.3 | -0.9 | 0.8 | -11.9 | -4.1 | 0.3 | -1.0
Cc1ccn2cc(-c3cccc(NC(=O)c4cccs4)c3)nc2c1 | 2.5 | 0.1 | 0.8 | -10.4 | 8.2 | 0.4 | -4.0 | -3.4 | 0.0 | -1.4
COc1ccc(-c2csc(NC(=O)c3ccccc3Br)c2C(=O)O)cc1 | -7.8 | 18.0 | 2.2 | -3.9 | -1.3 | -21.8 | 9.4 | 2.5 | -0.9 | -0.3
Cc1ccccc1N=Cc1ccc[nH]1 | 1.4 | 0.1 | 0.7 | -1.9 | -0.5 | -2.0 | -1.1 | 6.5 | 2.5 | -0.5
CC(C)N1C(=O)CCC1C(=O)N1CCN(c2ccccn2)CC1 (stereo not drawn) | 4.9 | 5.3 | -1.0 | -4.6 | -0.3 | -6.0 | 3.8 | 4.0 | -2.7 | -0.8
O=C(c1ccc(C(F)(F)F)cc1)N1CCC(=O)N(C(CO)Cc2ccccc2)CC1 (stereo not drawn) | 26.5* | 6.9 | 0.4 | -14.1 | -1.6 | -8.6 | 10.4 | 3.3 | -2.3 | -0.6
COc1ccc(-c2nc3ccccc3nc2-c2ccccc2)cc1OC | 2.3 | -0.9 | -0.2 | -12.3 | -0.3 | 2.4 | 5.6 | -1.9 | -3.9 | -1.4
CC(=O)Nc1cccc(C(=O)OCC(=O)N2CCC(c3ccccc3)=N2)c1 | -2.3 | -1.5 | 0.7 | -0.7 | 0.0 | -6.9 | 0.5 | -0.2 | 2.5 | 0.0
COc1ccc(NS(=O)(=O)c2cc(N)ccc2N2CCCCC2)cc1 | 2.2 | 2.1 | -1.3 | -6.2 | 1.4 | -2.2 | 2.8 | -6.7 | 0.8 | -0.5
Nc1nonc1-n1nnc(C(=O)N/N=C/c2ccoc2)c1CSc1ccc(Cl)cc1 | -13.5 | -5.5 | 2.2 | -2.5 | 0.8 | -2.3 | -2.1 | -3.4 | 0.3 | 0.0
COc1ccccc1NC(=O)Cc1noc(CSc2nnc(C)n2C)n1 | 7.3 | -1.1 | -1.4 | -3.4 | -0.3 | 2.0 | -14.0 | -1.6 | -2.8 | -0.6
Cc1cc(N(CCO)CCO)ccc1N=Nc1cc(F)ccc1F | 4.5 | -82.0 | -0.1 | -6.3 | 11.2 | -2.6 | -16.0 | -8.5 | 3.0 | 0.1
CCC12C(=O)C(CC)(C(c3ccccc3)=C1c1ccccc1)[C@@H]1C(=O)N(c3ccc(C)cc3)C(=O)C12 (stereo partly drawn) | -9.1 | 1.8 | -1.1 | -8.5 | 0.5 | -7.8 | 0.9 | 4.3 | 1.8 | -0.7
CC(OC(=O)c1ccc2c(=O)n3c(nc2c1)CCCCC3)C(=O)Nc1ccc(F)cc1Cl (stereo not drawn) | -3.4 | 3.9 | 0.5 | -5.0 | -0.7 | -1.7 | 7.3 | 47.9 | -0.8 | 0.6
COc1ccc(/C=C/C=N/NC(=O)COc2ccc(OC)cc2)cc1 | -7.7 | -10.0 | 3.4 | -4.1 | -2.0 | 5.5 | 3.0 | -0.3 | 3.5 | -0.6
COc1ccccc1-n1nnnc1SCC(=O)NC1CCCCC1 | -0.1 | -2.0 | -0.4 | -2.7 | -0.6 | -9.8 | 1.0 | -1.0 | -0.9 | 0.0
Cc1cccc(/N=C/c2sc3ccccc3c2O)n1 | -22.7 | -18.1 | -1.3 | -6.2 | 1.3 | -5.4 | -45.5 | -6.7 | -0.2 | -0.5

Screening data from PubChem.

The order is random; overall some 4.3% were active at least once.
